Screening data: PubChem, The Scripps Research Institute Molecular Screening Center
TAAR1 antag = human TAAR1 antagonism; Q96RJ0; CHO RD-HGA16 TAAR1, Fluo-8 calcium fluorescence, antagonist; inhibition, % at 3 µM; hit rate 1.5% among 360,000; AID 624466;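 active = inhibition above a per-plate cutoff, the mean inhibition of test compounds on that plate plus 3 SD, cut at about 49% in these data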;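 note: 0% = DMSO plus EC80 beta-PEA response and 100% = DMSO alone without agonist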
Target sequence (Q96RJ0 whole entry, looked up): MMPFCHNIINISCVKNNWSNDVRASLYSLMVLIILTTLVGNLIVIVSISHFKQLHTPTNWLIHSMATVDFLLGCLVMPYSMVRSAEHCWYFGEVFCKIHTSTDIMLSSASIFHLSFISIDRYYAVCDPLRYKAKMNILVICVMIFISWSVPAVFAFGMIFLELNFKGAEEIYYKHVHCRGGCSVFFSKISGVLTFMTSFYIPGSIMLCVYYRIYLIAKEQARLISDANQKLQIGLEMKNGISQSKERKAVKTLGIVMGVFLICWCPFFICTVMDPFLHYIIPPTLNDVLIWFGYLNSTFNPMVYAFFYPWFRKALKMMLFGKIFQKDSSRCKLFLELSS
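Test system: RD-HGA16 CHO cells with stable hTAAR1 and Gα16 / Probe or stimulus: EC80 β-phenethylamine stimulus / Times: seeding 17-24 h prior, 75-min 37 °C, 30-min RT dye loading / Detection: Fluo-8 calcium-sensitive fluorescence / Read-out basis: % inhibition scaled between DMSO and EC80 PEA controls / Repeats: singlicate, one well per test compound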
M1 ag parental = nonselective activator or artifact in parental CHO-K1 cells | Fluo-8 calcium fluorescence; scaled to maximal ATP response, vehicle zero | activation, % at 3 µM | hit rate 0.48% among 360,000; in the data active = activation above about 15%;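 note: untransfected CHO-K1 host cells lacking M1 receptor as counterscreen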
M1 antag = blocks human M1 muscarinic receptor. P11229. CHO-K1 hM1, Fluo-8 calcium fluorescence, ACh EC80 antagonist. inhibition, % at 3 µM. hit rate 1.3% among 360,000;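 active = percent inhibition above its own plate's cutoff, namely the mean of that plate's compound wells plus 3 SD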;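 note: peak over basal fluorescence ratio during 140 s after agonist addition; 0% = ACh EC80 plus DMSO and 100% = DMSO alone without agonist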
Target sequence (P11229 whole entry, looked up): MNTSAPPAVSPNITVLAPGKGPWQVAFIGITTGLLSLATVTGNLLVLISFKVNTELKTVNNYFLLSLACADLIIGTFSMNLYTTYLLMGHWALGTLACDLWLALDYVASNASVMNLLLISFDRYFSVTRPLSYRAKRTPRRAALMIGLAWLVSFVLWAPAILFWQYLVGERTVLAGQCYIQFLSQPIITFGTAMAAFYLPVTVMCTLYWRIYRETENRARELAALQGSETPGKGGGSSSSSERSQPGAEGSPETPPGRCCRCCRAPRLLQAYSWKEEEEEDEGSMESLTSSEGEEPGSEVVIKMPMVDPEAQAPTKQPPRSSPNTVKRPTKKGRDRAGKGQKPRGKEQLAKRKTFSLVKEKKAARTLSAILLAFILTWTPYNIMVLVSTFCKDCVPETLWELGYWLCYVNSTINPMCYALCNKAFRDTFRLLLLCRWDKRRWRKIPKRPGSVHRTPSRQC
OXTR potentiate = potentiators of human oxytocin receptor; P30559; CHO-OTR cells, Fluo-8 calcium fluorescence, potentiator mode; 0% = oxytocin EC15, 100% = EC100; activation, % at 3 µM; hit rate 0.061% among 320,000;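 active = activation above that plate's cutoff, the mean activation of tested compounds plus 3 SD, cut at about 6.6% in these data, passing the limit was not always enough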;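 note: 100% uses oxytocin at 75 nM as the full agonist control; some results filed as inactive read as strong as hits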
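Assay system: CHO cell line stably expressing human OTR. Reagent: EC15 oxytocin agonist. Dosing: single dose, 3.0 µM nominal final compound concentration. Timing: compound 6 min at room temperature before oxytocin, 100 s read. Signal: kinetic Fluo-8 calcium fluorescence. Controls: oxytocin EC15 low and EC100 high.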
M1 PAM parental = nonselective activator or artifact in parental CHO-K1 calcium assay; ATP EC20, Fluo-8 calcium fluorescence; 0% at ATP EC20, 100% at ATP max; activation, % at 3 µM; hit rate 0.02% among 360,000; AID 602247;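 active = activation above the run cutoff, the mean activation of all test compounds plus 3 SD, cut at about 40% in these data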;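 note: peak over basal fluorescence ratio in a 140 s read after ATP addition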
CHO parental Ca = counter-screen: ATP calcium response change in parental CHO cells; parental CHO-K1, ATP-induced calcium, Fluo-8 fluorescence; inhibition, % at 5.6 µM; hit rate 0.63% among 330,000; AID 463079;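 active = inhibition above that plate's mean sample inhibition plus 3 SD, cut at about 26% in these data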;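 note: 0% = ATP-challenged DMSO wells and 100% = DMSO wells without ATP; some compounds past the cut are filed as inactive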
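material = parental CHO cells | also added = ATP as calcium-mobilizing challenge | dosing = single point at 5.6 µM | detection = intracellular calcium via Fluo-8 no-wash fluorescent dye | read-out = % inhibition | benchmarks = low control ATP plus DMSO, high control DMSO only | repeats = one well per compound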
TAAR1 agonist = human TAAR1 agonism. hit rate 0.99% among 360,000. CHO RD-HGA16 TAAR1, Fluo-8 calcium fluorescence; vehicle wells 0%, saturating PEA agonist 100%. activation, % at 3 µM;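 active = activation above the mean activation of all test compounds in the run plus 3 SD, cut at about 38% in these data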
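Assay system: CHO-derived RD-HGA16 cells with stable Gα16 and human TAAR1; timing: 17-24 h seeding, 75 min 37 °C dye, 30 min RT; read-out: % activation from peak over basal fluorescence ratio, DMSO-to-PEA scaled; measured by: kinetic Fluo-8 calcium fluorescence; benchmarks: low control DMSO, high control PEA (EC100); doses: 3 µM single concentration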
CHO-K1 Ca antag = M1 antagonist counterscreen hit in parental CHO-K1 cells. ATP-induced calcium, Fluo-8 fluorescence. inhibition, % at 3 µM. hit rate 0.6% among 360,000. AID 602250;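 active = inhibition above a per-plate cutoff, the plate's mean sample inhibition plus 3 SD, cut at about 24% in these data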;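 note: 0% = DMSO plus EC80 ATP and 100% = DMSO alone without ATP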
M1 ag = activates human CHRM1 receptor; CHO-K1 hM1, Fluo-8 calcium fluorescence, agonist mode; 0% DMSO, 100% acetylcholine EC100; P11229; activation, % at 3 µM; hit rate 0.33% among 360,000; AID 588814;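 active = activation above the run's mean compound activation plus 3 SD, cut at about 16% in these data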;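 note: peak over basal fluorescence ratio within a 140 s kinetic read after compound addition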
* = called active by the depositor; · = no result given; & = joins results of further samples.

SMILES	TAAR1 antag	M1 ag parental	M1 antag	OXTR potentiate	M1 PAM parental	CHO parental Ca	TAAR1 agonist	CHO-K1 Ca antag	M1 ag
CCC[C@@H](CN1CCC[C@H]1CN1C(N)=NC[C@H]1CC(C)C)N1C[C@@H](Cc2ccccc2)N(CCCC2CCCC2)C1=N	-3	0.3	-2	2	6	-29	6	0	-10
O=C(NCC(=O)N1CCCCC1)c1ccc2ccccc2c1	-6	0.4	-3	-8	-9	2	1	19	9
COCCCN1C(=O)C(=O)/C(=C(/O)c2ccccc2)C1c1ccc(N(C)C)cc1 (stereo not given)	-7	-0.3	-23	1	-3	-3	7	5	-2
Brc1ccc(OCc2nnc(SCC3CCCCC3)o2)cc1	1	-0.3	2	-10	-10	8	2	8	-5
COc1ccc(CC(=O)Nc2ccc(C(=O)NCC(C)C)cc2)cc1	7	1.1	-10	-3	6	-6	8	4	1
O=C(O)c1ccc(Cl)c(NCc2cccnc2)c1	-8	0.1	-11	-1	9	3	0	-2	-2
Clc1nn2cnnc2c2ccccc12	1	-0.3	-14	-7	2	11	2	-25	2
Cc1ccc(NC2CCCN(C(=O)c3ccc4[nH]ccc4c3)C2)cc1C (stereo not given)	-7	1.5	-20	-3	-1	-4	2	-3	-1
Cc1nc2ccc(NC(=O)c3cccc(S(=O)(=O)N(C)c4ccccc4)c3)cc2s1	·	8.2	18	-9	-7	15	·	10	-5
CC(C)(C)c1ccc(OCCC(=O)OCC(=O)Nc2ccc(N3CCOCC3)cc2)cc1	20	4.1	-6	-15	0	-11	7	-1	-3
Cc1ccc(CNC(=O)C2CCCN2S(=O)(=O)c2ccc3c(c2)C(C)(C)C(=O)N3C)cc1 (stereo not given)	-10	-0.1	-26	-2	10	-18	1	-5	-2
O=C(C1CCCN(S(=O)(=O)Cc2ccccc2)C1)N1CCc2ccccc21 (stereo not given)	1	1.5	4	-11	10	-15	8	-6	-4
COc1ccc(NC(=O)CCNC(=O)N2CC(=O)Nc3ccccc32)c(OC)c1	-7	0.3	-8	0	-13	-1	1	-13	-2
CCN(CC)C(=O)CSc1nnc(-c2ccncc2)n1N	3	0.1	-9	2	12	1	3	-12	0
C/C(=N/NC(=O)c1ccc(Br)o1)c1cccc(NC(=O)c2ccc(F)cc2)c1	36	0.2	16	-8	-18	-13	2	13	0
CNC(=S)Nc1ccc([N+](=O)[O-])c(C)c1	-12	6.9	-6	-11	6	8	6	13	9
C=CCOc1c(Br)cc(CNn2nnnc2N)cc1OCC	-22	0.3	-13	-4	5	-14	5	-2	-2
C[C@@H]1CN([C@H](C)CO)C(=O)CCCn2nncc2CO[C@@H]1CN(C)C(=O)Cc1ccccc1	-23	1.4	-18	·	32	·	0	-12	-6
COc1ccc(COC(=O)c2cccc(S(=O)(=O)N3CCN(C(C)=O)CC3)c2)cc1F	6	13	6	-22	-15	-6	6	1	2
O=C(Nc1cccc(S(=O)(=O)N2CCOCC2)c1)c1ccco1	5	0.1	-18	-4	6	-17	20	-1	-3
CC1(C(=O)O)CCC(C(=O)Nc2cccc(F)c2)C1(C)C (stereo not given)	-11	-0.3	-32	-6	5	-7	-1	-14	1
Cc1ccc(CNS(=O)(=O)c2cc3c4c(c2)CCN4C(=O)CC3)cc1	-20	1.6	-1	-11	1	0	3	-3	1
CC1CCCN(S(=O)(=O)c2cc(Cl)ccc2Cl)C1 (stereo not given)	5	-0.9	-3	-3	-4	-11	8	-1	-8
O=S(=O)(Nc1ccc2c(c1)OCCO2)c1ccc(F)c(F)c1	10	4.8	-8	-8	17	-4	-1	-7	-6
Clc1ccc(-c2nc3c4ccccc4ccn3c2Cc2cccc(Cl)c2)cc1	-12	0.6	·	·	18	·	-1	-12	·
Cc1c(CCOC(=O)CC23CC4CC(CC(C)(C4)C2)C3)sc[n+]1Cc1ccc([N+](=O)[O-])cc1	-5	0.6&0.4	20&20	-9	4&25	-14	29	-14&-7	-8&-11
CCN(CC)C(=O)Cn1cc(C(=O)C(=O)NCCCN2CCCCC2)c2ccccc21	13	1.3	-4	-8	10	-12	0	-6	-4
CN(C(=O)CN1C(=O)c2cc(Cl)c(Cl)cc2C1=O)C1CCS(=O)(=O)C1 (stereo not given)	-26	1.3	-1	-3	23	-7	10	5	-8
CCN1CCN(C(=O)/C=C/c2cccc(Cl)c2)CC1	5	0.3	-3	-9	-2	-2	1	0	-4
Cc1c(C(=O)NCC(c2ccco2)N2CCCC2)sc2ccccc12 (stereo not given)	0	0.8	-11	-3	23	-23	3	-10	-6
O=C(Nc1ccccc1N1CCOCC1)c1ccc(F)c(S(=O)(=O)N2CCOCC2)c1	-1	0.6	4	-3	-10	-19	1	-12	-1
CCN(CC(=O)NCc1cccs1)C(=O)c1cccc(S(=O)(=O)N(CC)c2ccccc2)c1	13	3.3	-4	·	0	·	9	9	-2
Cc1ccc(SCCSc2nc(C)cc(=O)[nH]2)cc1	-16	0.3	-2	-14	12	1	2	4	-3
Cc1ccsc1C(=O)OCC(=O)N1CC(C)CC(C)C1 (stereo not given)	14	0.4	-15	0	9	-18	6	-8	-1
O=C(NCCCNCCCNC(=O)c1ccccn1)c1ccccn1	6	4.3	-3	1	-5	8	4	7	-3
COc1ccc(CCCC(=O)NCc2ccccc2)cc1C	-6	1.5	-19	-1	28	-10	4	-13	-7
CC(C)(C)c1ccc(OCc2ccc(C(=O)N/N=C3\CC4CC=CC34)cc2)cc1 (stereo not given)	-15	5.6	-3	-4	21	-3	6	1	-1
CCOC(=O)c1sc(-c2ccccc2)nc1C	-7	0.2	-4	-14	0	-6	11	7	-7
N#CCC(=O)Nc1ccc(C(=O)NNC(=O)c2ccccc2-n2cccc2)cc1	-10	1.5	-13	1	22	-1	1	-12	1
Cc1ccc2c(c1)N(CC(=O)NC1CCC(C)CC1)C(=O)CO2 (stereo not given)	11	0.4	-3	-2	21	-2	5	-1	-7
Cc1cc(C)cc(NC(=S)/C(=C(\[O-])c2ccc(Cl)cc2Cl)[n+]2ccccc2)c1	3	-0.9	-18	-6	-7	-12	-1	11	-1
Nc1ccc(-c2nc3ncccc3o2)cc1	-2	0.2	-15	-4	3	-11	0	-1	-4
COc1ccc(C2C(C(=O)Nc3cc(C)on3)c3ccccc3C(=O)N2C)cc1 (stereo not given)	5	0.5	1	-12	18	-5	9	-15	-3
COc1ccc(NC(=O)Cc2c(C(=O)O)n(C)c3ccccc23)cc1OC	-11	-0.1	7	1	-5	3	5	1	-1
NS(=O)(=O)c1ccc(NC(=O)c2cccc3ccccc23)cc1	14	6.3	-5	-6	3	3	1	5	-3
CC(C)NC(=O)NC(=O)CSc1nnc(-c2ccccc2F)n1N	22	0.1	-10	-1	30	-19	4	-18	-5
CCOC(=O)CNC(=O)N1CCCC(CCC(=O)NCc2ccc(F)c(F)c2)C1 (stereo not given)	-3	-0.1	3	-3	7	-2	3	-1	-6
CC1CCc2cc(F)ccc2N1C(=O)c1cnc2sccn2c1=O (stereo not given)	2	0.3	-13	-5	6	-5	0	-10	-4
NC(=S)N/N=C/c1ccccc1OC(=O)/C=C/c1ccccc1	15	1.2	-18	-8	7	16	-2	-4	-2
COc1ccc(-c2cc(C)no2)cc1S(=O)(=O)NCc1ccc(OC(C)C)cc1	-18	1.8	-8	-13	5	-7	2	-13	2
CN(Cc1ccccc1)C(=O)c1csc([C@H]2C[C@H](O)[C@@H](CO)O2)n1	-18	0.4	-25	·	2	·	3	-2	1
CC(=O)c1ccc(Sc2ccccn2)c([N+](=O)[O-])c1	-2	-0.1	-16	-6	-11	-11	1	-7	2
C[C@H]1O[C@H](O[C@H]2[C@H](O[C@@H]3CC[C@@]4(C)C(CC[C@]5(C)C4CC=C4[C@@H]6CC(C)(C)CC[C@]6(C(=O)O[C@@H]6O[C@H](CO)[C@@H](O)[C@H](O)[C@H]6O)CC[C@]45C)C3(C)C)O[C@H](C(=O)O)[C@@H](O)[C@@H]2O)[C@@H](O)[C@@H](O)[C@@H]1O (stereo not given in full)	4	-0.2	-12	-5	10	-9	1	1	-2
COc1cc(C(=O)c2ccccc2C(=O)O)c(OC)c2c1CCCC2	-16	0.2	-9	·	-13	·	0	0	-2
CCOC(=O)NNC(=O)C1CCC(C)CC1 (stereo not given)	-4	19*	-11	0	9	-9	1	6	-3
CCC1(C)Cc2c(sc3c2c(=O)n(C)c2nnc(SCc4ccccc4)n32)CO1 (stereo not given)	8	0.1	-3	-7	13	-3	22	-11	-4
COCc1ccc(C(=O)NC2CC(C)(C)Cc3c2cnn3-c2ccc(OC)cc2)o1 (stereo not given)	-9	0.7	-4	-4	1	-8	-2	-7	-4
Cn1c(C(=O)OC(C(=O)NCc2ccco2)c2ccncc2)cc2sccc21 (stereo not given)	-5	0.5	-4	-9	0	-12	1	0	-5
Cc1cc(C)n(CC(=O)N/N=C/c2c[nH]c3ccccc23)n1	2	0.6	-11	2	22	4	-1	-15	-1
COc1ccc(S(=O)(=O)Nc2cccc3c2O[C@H](CN(C)C(=O)Nc2ccc4c(c2)OCO4)[C@@H](C)CN([C@H](C)CO)C3=O)cc1	30	-0.3	1	-3	-8	-28	13	-9	-9
COc1cc(OC)cc(C(=O)Nc2ccc(N3CCOCC3)cc2N2CCOCC2)c1	-8	0.8	-3	-2	10	-5	1	-18	-1

By substructure: those above with a COOH group (5)
SMILES	TAAR1 antag	M1 ag parental	M1 antag	OXTR potentiate	M1 PAM parental	CHO parental Ca	TAAR1 agonist	CHO-K1 Ca antag	M1 ag
O=C(O)c1ccc(Cl)c(NCc2cccnc2)c1	-8	0.1	-11	-1	9	3	0	-2	-2
CC1(C(=O)O)CCC(C(=O)Nc2cccc(F)c2)C1(C)C (stereo not given)	-11	-0.3	-32	-6	5	-7	-1	-14	1
COc1ccc(NC(=O)Cc2c(C(=O)O)n(C)c3ccccc23)cc1OC	-11	-0.1	7	1	-5	3	5	1	-1
C[C@H]1O[C@H](O[C@H]2[C@H](O[C@@H]3CC[C@@]4(C)C(CC[C@]5(C)C4CC=C4[C@@H]6CC(C)(C)CC[C@]6(C(=O)O[C@@H]6O[C@H](CO)[C@@H](O)[C@H](O)[C@H]6O)CC[C@]45C)C3(C)C)O[C@H](C(=O)O)[C@@H](O)[C@@H]2O)[C@@H](O)[C@@H](O)[C@@H]1O (stereo not given in full)	4	-0.2	-12	-5	10	-9	1	1	-2
COc1cc(C(=O)c2ccccc2C(=O)O)c(OC)c2c1CCCC2	-16	0.2	-9	·	-13	·	0	0	-2
